Compound activity (PubChem BioAssay)
UDG counterscr: UDG inhibition counter-screen | AID 1347430 | Potency, µM (doses to about 115 µM), for inactives: top-dose activity change, negative = inhibition, hits mostly inhibitors | 0.14% of 91,000 active | FRET deamination/UDG coupled assay, UDG read, 4 h; also: nearly all actives have a fitted effect of over 65% in size
AID inhibitor: blocks human AID cytidine deaminase activity. Q9GZX7. AID deamination FRET fluorescence, UDG-coupled, 4 h. Potency, µM (titrated, usually from 115 µM), without a hit: at the top dose activity change, negative = inhibition, hits mostly inhibitors. 0.32% of 91,000 active. AID 1347428; also: nearly all actives have a fitted effect of over 25% in size
Target sequence (Q9GZX7 whole entry, looked up): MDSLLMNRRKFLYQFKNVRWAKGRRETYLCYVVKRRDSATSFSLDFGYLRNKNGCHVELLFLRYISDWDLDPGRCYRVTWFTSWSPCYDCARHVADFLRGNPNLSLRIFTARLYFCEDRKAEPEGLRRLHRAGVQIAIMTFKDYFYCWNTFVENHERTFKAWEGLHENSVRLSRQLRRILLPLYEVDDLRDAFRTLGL
* hit, by the source's call; ? = inconclusive; & = joins results of further samples; [ ] = remark or other dose. Calls follow the shape of the dose curve; as a rule, active = well fitted curve in the direction sought with a large enough effect; inconclusive = small, poorly fitted or top-dose-only effect, or another doubt; inactive = no such curve, though single readings can be large; an effect the other way counts as inactive or inconclusive. % is scaled to controls: 0 for no effect and ±100 for the full control effect; potency is read from the fitted curve at half-maximal effect. Only part of the results is shown. The share of hits here may be higher or lower than overall.

Values run as follows: UDG counterscr	AID inhibitor
CC(NC(=O)CCCC1=NS(=O)(=O)c2ccccc2N1)c1ccccc1 (configuration not stated)
 : 7%	-4%
Cc1cccc(NC(=O)NCCn2c(=O)oc3ccc(C)cc32)c1
 : 22%	20%
CCOC(=O)C1=C(C)OC(n2cccc2)=C(C#N)C1c1ccc(OC)cc1 (configuration not stated)
 : 1%	-6%
CCN(CC)S(=O)(=O)c1cccc(NC(=O)COc2ncnc3sc(C)c(C)c23)c1
 : 5%	-10%
CCc1c(CSC(=N)N)csc1C
 : -4%	-6%
O=C(NCCc1ccccc1)c1ccc(CSc2nc3cccnc3n2Cc2ccc(F)cc2)cc1
 : -9%	-20%
CC(C)(C)Sc1ccc(Cl)nn1
 : -10%	-11%
O=C(Nc1ccc(Br)cc1F)N1CCC(CN2CCCC2)CC1
 : 3%	-1%
CCOc1ccc(NC(=O)Cn2c(=O)n(Cc3nc(-c4ccccc4)no3)c(=O)c3cc4c(cc32)OCO4)cc1
 : -10%[57.5 µM]	14%
O=C(/C=C/c1cccc(Br)c1)c1ccc2ccccc2c1
 : -1%	-15%
COc1ccc(C(C)=O)cc1COC(=O)/C=C/c1cc(Br)ccc1F
 : -1%	-9%
Cc1ccc(C(=O)NCCCNC(=O)c2cc3ccccc3[nH]2)cc1
 : 17%	-16%
COc1ccc(CNS(=O)(=O)c2ccc3c(c2)NC(=O)C(C)C(=O)N3)cc1 (configuration not stated)
 : -2%[57.5 µM]	9%
COc1ccc2c(C)cc(SCC(=O)Nc3nsc(-c4ccc(C(C)(C)C)cc4)n3)nc2c1
 : -13%	?
CCOc1ccc(-c2oc3ccccc3c(=O)c2O)cc1OCC
 : -8%	?
CN(C)c1ccc(CNC(=O)Cn2c(-c3cccs3)cc3cc(Cl)ccc32)cc1
 : 10%	5%
CCCc1nc2ccccc2n1CC(O)COc1ccc(C(=O)OC)cc1 (configuration not stated)
 : -1%	4%
O=C(Nc1ccccc1Cl)C1CCN(c2nc3ccccc3nc2C(F)(F)F)CC1
 : 1%	10%
CCOC(=O)Cn1c(=O)n(CC2CCCO2)c2nc(-c3ccc(CC)cc3)nc(C(N)=O)c21 (configuration not stated)
 : 15%	-2%
COc1ccc(CCNC(=O)CSCc2nc(-c3ccc(OC)c(OC)c3)oc2C)cc1OC
 : 3%	-13%
CC(=O)NNC(=S)Nc1ccccc1Cl
 : 1%	8%
Cc1nc2nc(NCc3cccs3)[nH]n2c(=O)c1CCC(=O)Nc1ccc2ccccc2c1
 : 3%	1%
Cc1ccc(C)c(NC(=O)CCNS(=O)(=O)c2ccc3c(c2)CCCC(=O)N3)c1
 : 11%	21%
CCOC(=O)C1CCCN(c2cc(C)nc3c(-c4ccccc4OC)c(C)nn23)C1 (configuration not stated)
 : 0%	10%
N#Cc1nc(C2CC2)oc1N1CCN(Cc2cccc(F)c2)CC1
 : -9%	-5%
O=C(Cn1cc(SCc2ccccc2Cl)c2ccccc21)N1CCCCCC1
 : -11%	0%
COC(=O)c1cccc(Nc2c(-c3ccc(O)cc3)nc3nc[nH]n23)c1
 : 16%	208%[activator]
Cc1ccc(C)c(NC(=O)CN2CCSc3ccc(S(=O)(=O)N4CCCC4)cc32)c1
 : -11%	-23%
Cc1c(Cl)cccc1NC(=O)C(=O)NCCc1csc(-c2ccc(C(F)(F)F)cc2)n1
 : -4%[57.5 µM]	2%
O=C(CNC(=O)c1cc(=O)[nH]c2ccccc12)NC1CC1
 : 4%	-2%
COc1cc(NC(=O)c2cccc3c2C(=O)N(C2CCCCC2)C3)cc(OC)c1
 : -15%	-2%
CCOc1ccc(NS(=O)(=O)c2ccc3[nH]cc(C(=O)NCc4ccco4)c(=O)c3c2)cc1
 : -4%[57.5 µM]	2%
N#CC1=C(N)Oc2cc(O)ccc2C1c1ccccc1 (configuration not stated)
 : 3%	4%
Cn1ccnc1Sc1ncc(C(F)(F)F)cc1Cl
 : -6%	-23%
Cc1ccc(Cn2c(CN3CCN(c4ccccc4)CC3)nc3c2c(=O)n(C)c(=O)n3C)cc1
 : -8%	?
O=C(Cn1c(-c2cscn2)nc2ccccc21)Nc1ccc(N2CCCCC2)cc1
 : 0%	4%
CC(C)c1noc(-c2ccc(OCC(=O)NCc3cc(F)cc(F)c3)cc2)n1
 : 0%	2%
Cc1ccc(C(C)NC(=O)C2CCCO2)c(C)c1 (configuration not stated)
 : -4%	-5%
CC(Sc1nnc(-c2ccncc2)n1C1CC1)C(=O)c1ccc(F)cc1 (configuration not stated)
 : -3%	15%
O=c1oc2cc(OCc3nn[nH]n3)ccc2cc1-c1ccccc1
 : 9%	48%[activator]
CNC(=O)c1ccc(NC(=O)c2cccc[n+]2[O-])cc1
 : -1%	2%
CN(CCOc1ccccc1)CC1CCCO1 (configuration not stated)
 : -4%	-3%
CCc1nc(NCC(C)O)c(C#N)c2c1CCCC2 (configuration not stated)
 : -14%	?
COc1ccc(-c2cc(COc3ccc(Cl)cc3)on2)cc1
 : 6%	4%
O=C1c2ccccc2-c2onc3c(Br)cc(NC4CCCCC4)c1c23
 : 17%	224%[activator]

Entries above that have a cyano group:
Values run as follows: UDG counterscr	AID inhibitor
CCOC(=O)C1=C(C)OC(n2cccc2)=C(C#N)C1c1ccc(OC)cc1 (configuration not stated)
 : 1%	-6%
N#Cc1nc(C2CC2)oc1N1CCN(Cc2cccc(F)c2)CC1
 : -9%	-5%
N#CC1=C(N)Oc2cc(O)ccc2C1c1ccccc1 (configuration not stated)
 : 3%	4%
CCc1nc(NCC(C)O)c(C#N)c2c1CCCC2 (configuration not stated)
 : -14%	?

Continuation:
Values run as follows: UDG counterscr	AID inhibitor
N#CC(C(=O)C1c2ccccc2Oc2ccccc21)c1ccccn1 (configuration not stated)
 : 2%	3%
CC(C)NC(=O)C(C)ONC(=O)c1cccc(C(F)(F)F)c1 (configuration not stated)
 : 1%	2%
COc1ccccc1CCNC(=O)CCCn1c(=O)c2cccn2c2cccnc21
 : 0%	5%
CCOc1ccc(Nc2c(S(=O)(=O)c3ccc(Cl)cc3)cnc3ccc(OC)cc23)cc1
 : -7%	?
Cn1nc(C(=O)NC(Cc2ccc(O)cc2)C(=O)O)c2ccccc2c1=O (configuration not stated)
 : -1%	15%
Cc1cc(C)c(NC(=O)CSc2n[nH]c(-c3ccccc3Cl)n2)c(C)c1
 : 22%	4%
CCN(Cc1ccccc1)C(=O)c1cn(-c2cccc(OC)c2)c(=O)c2ccccc12
 : 2%	-19%
O=C(/C=C/c1ccc(F)cc1)Nc1ccc(Cl)c(C(F)(F)F)c1
 : -5%	-5%
Cc1cccc(NC(=O)c2nc(S(C)(=O)=O)ncc2Cl)c1
 : -6%	-7%
OCCCNC(=S)NCCSc1ccccc1
 : -15%	-18%
COC(=O)COc1ccc2c(C)c(-c3ccc(OC)cc3)c(=O)oc2c1
 : 1%	-3%
Cc1ccc(-c2csc(-c3nc(-c4cc(C)ccc4C)cs3)n2)cc1
 : -10%	-15%
C/C(=N\NC(=O)c1cccc(Cl)c1)c1cccs1
 : -6%	-4%
CCOc1ccccc1Oc1ccc(CNC(=O)c2nccnc2N)cn1
 : -11%	-9%
CCc1cccc(NC(=O)C(NS(=O)(=O)c2ccc3nc(C)sc3c2)C(C)C)c1 (configuration not stated)
 : -1%	-3%
Cc1ccc(CNc2nc(-c3cccnc3)nc3ccccc23)cc1
 : -7%	-8%
CCOC(=O)c1c(C)oc2ncnc(N3CCN(c4ccc(C)cc4C)CC3)c12
 : 2%	-1%
Cc1cc(OCC(=O)Nc2cc(-c3nc4ccccc4[nH]3)ccc2C)ccc1Cl
 : -12%	-16%
CCOc1ccc2nc(N3CCCC(C(=O)NCCc4ccc(OCC)c(OCC)c4)C3)sc2c1 (configuration not stated)
 : 34%[activator]	-6%
COCCCNC(=O)C1CCC(CNS(=O)(=O)c2ccc(OC)cc2)CC1 (configuration not stated)
 : 7%	7%
CN(C)c1ccc(CNC(=O)CN2C(=O)c3cccnc3Oc3ccc(Cl)cc32)cc1
 : 27%	-29%
CN(C)CCOC(=O)C1(c2ccccc2)CCOCC1
 : -5%&-8%	-2%&-2%
CC(NC(=O)Cn1cnc2c1c(=O)n(C)c(=O)n2C)c1ccc(-c2ccccc2)cc1 (configuration not stated)
 : 7%	-4%
Cc1cccc(NC(=O)C2(c3ccccc3)CCCC2)c1
 : 0%	0%
CCOC(=O)c1c(NC(=O)c2ccc(S(=O)(=O)N(C)C3CCCCC3)cc2)sc2c1CCN(C(C)C)C2
 : 1%	32%[activator]
CCCOc1ccc(-c2nc3ccccc3c(=O)o2)cc1
 : -3%	?
COc1ccc(OC)c(NC(=O)N2c3ccccc3Sc3ccccc32)c1
 : -19%	-29%
COc1ccc(CCNc2oc(COc3ccccc3F)nc2C#N)cc1
 : -9%	2%
O=C(O)C1CCC(CNCc2cccc(Br)c2)CC1 (configuration not stated)
 : -2%	-3%
Cc1cccc(/C=C/c2ccccc2)n1
 : -2%	-12%

A draw from above in order of molecular weight, rising:
Values run as follows: UDG counterscr	AID inhibitor
CN(C)CCOC(=O)C1(c2ccccc2)CCOCC1
 : -5%&-8%	-2%&-2%
O=C(O)C1CCC(CNCc2cccc(Br)c2)CC1 (configuration not stated)
 : -2%	-3%
CCOC(=O)c1c(C)oc2ncnc(N3CCN(c4ccc(C)cc4C)CC3)c12
 : 2%	-1%
Cc1cc(OCC(=O)Nc2cc(-c3nc4ccccc4[nH]3)ccc2C)ccc1Cl
 : -12%	-16%

The listing continues.
Values run as follows: UDG counterscr	AID inhibitor
COc1ccc(C(C)=O)cc1CSc1nc(NCc2ccc(Cl)cc2)c2ccccc2n1
 : 4%[57.5 µM]	4%
CCOc1ccc(OCCSc2nc3cc(S(=O)(=O)N(C)C)ccc3o2)cc1
 : -9%	-11%
COc1ccc(OC)c(NC(=O)NC(C)C(=O)N2CCc3ccccc32)c1 (configuration not stated)
 : -9%	-18%
CCc1cccc(CC)c1N(COC)C(=O)Cn1c(CC)nc2ccccc21
 : -5%	-11%
Cc1noc(C)c1S(=O)(=O)N1CCC(C(=O)N2CCN(c3ccccc3)CC2)CC1
 : -20%	3%
Cc1ccc(-n2ncc3c(NC4CCCC4)ncnc32)cc1Cl
 : 1%	-14%
CCCNC(=O)c1ccc(C(=O)OC)cc1
 : 3%	-3%
CC1CN(c2ccc(F)cc2)c2nc3c(c(=O)[nH]c(=O)n3C)n2C1 (configuration not stated)
 : -11%	-1%
Cc1ccc(N=Cc2ccccc2[N+](=O)[O-])c(C)c1
 : -10%	1%
CC1(C)NC(=O)N(CCCC(=O)Nc2cnc3ccccc3c2)C1=O
 : 10%	10%
Cc1cc(-c2cc(C(=O)Nc3ccccc3)c3c(C)noc3n2)c(C)s1
 : -2%	0%
CCn1cc(C(=O)N2CCN(c3ccccc3F)CC2)c(=O)c2cc(S(=O)(=O)N(C)C3CCCCC3)ccc21
 : -3%	?
CCC1(C(O)(C#CCN2CCCCC2)c2ccccc2)CCCC1 (configuration not stated)
 : 3%	-9%
O=C(Cn1cc(S(=O)(=O)Cc2ccc(F)cc2)c2ccccc21)NCCc1ccccc1
 : 0%	68%[activator]
CC(C(=O)NCc1ccccc1Cl)n1ccc2cc(S(=O)(=O)N3CCCCC3)ccc21 (configuration not stated)
 : -14%	-29%
CN(c1ccc(OCC(=O)N2CCN(c3ncccn3)CC2)cc1)S(=O)(=O)c1cccs1
 : -9%	-23%
CC[C@@H]1CC2C3CCC4=C/C(=N/O)CC[C@]4(C)C3CC[C@]2(C)[C@H]1/C(C)=N/O (some centres not stated)
 : -11%	-13%
COCCCNC(=O)CSc1nc2nc(C)c(Cc3ccccc3Cl)c(C)n2n1
 : 2%	21%
CCOC(=O)c1ccc(NC(=O)CC(C)n2nc(C)cc2C)cc1 (configuration not stated)
 : 9%	-1%
Cc1ccc(C(=O)O)cc1NC(=O)C(C)Oc1ccc(C(C)(C)C)cc1 (configuration not stated)
 : 0%	-3%
COC(=O)CNC(=O)C1CCN(S(=O)(=O)c2cccc3nsnc23)CC1
 : -6%	10%
COc1ccc(CCNC(=O)c2cnc3sc(N4CCCC4)nn3c2=O)cc1OC
 : -9%	?
O=c1cc2nc(-c3ccccc3F)nc(SCc3ccc(Br)cc3)n2[nH]1
 : 19%	-13%
COc1ccc(OC)c(NC(=O)N2CCN(Cc3nc4ccc(C)cc4o3)CC2)c1
 : -1%	11%
COC(=O)c1cccc(S(=O)(=O)Nc2ccc(Cl)c3cccnc23)c1
 : -8%	8%
Cc1ccc(C)c(S(=O)(=O)NCC(c2ccco2)S(=O)(=O)c2ccc(F)cc2)c1 (configuration not stated)
 : -12%	-14%
O=C(CSc1nc2c([nH]c3ccccc32)c(=O)n1-c1ccc(F)cc1)NCc1ccccc1
 : 3%	18%
COC(=O)c1ccc(OCC(=O)c2ccc3c(c2)CCO3)c(OC)c1
 : 3%	4%
COc1ccc(-c2nonc2NC(=O)c2oc3ccc(F)cc3c2C)cc1OC
 : -2%	0%
CCC(=O)Nc1ccccc1C(=O)OCc1cc(=O)n2cc(C)sc2n1
 : 0%	-2%
Cc1ccc(CN(C)C(=O)CSc2nc(-c3cccs3)nc3ccccc23)o1
 : -13%	?
S=C(NN=C1CCCCCC1)NC1CCCCC1
 : -6%	-11%
COc1ccccc1CNC(=O)CN1C(=O)CCCc2ccccc21
 : -13%	0%
Cc1cc(F)ccc1S(=O)(=O)NCCc1csc2nc(-c3ccc(Cl)cc3)nn12
 : 13%	-2%
Cc1cc(O)c2c(C)c(CC(=O)NCc3ccccc3Cl)c(=O)oc2c1
 : 3%	32%[activator]
Cc1c(C(=O)OC(C)C)sc(N)c1C#N
 : 16%	11%
Cc1ccc(NC(=O)/C=C/c2ccccc2)c(Br)c1
 : -7%	-1%
